NTR1 agonist – NTR1-driven beta-arrestin-GFP spot formation – imaging, U2OS cells, high content, primary screen (AID 493036). P30989. agonist mode. hit rate 0.17% among 330,000. activation, % at 20 µM;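 active means activation at or above 40% of the spot to cytoplasm intensity ratio, with at least 20 cells analyzed; inconclusive means wells under 20 cells, flagged as cytotoxic or low count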;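 further: 0% = DMSO without peptide and 100% = 100 nM NTR1 peptide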
Target sequence (P30989 whole entry, looked up): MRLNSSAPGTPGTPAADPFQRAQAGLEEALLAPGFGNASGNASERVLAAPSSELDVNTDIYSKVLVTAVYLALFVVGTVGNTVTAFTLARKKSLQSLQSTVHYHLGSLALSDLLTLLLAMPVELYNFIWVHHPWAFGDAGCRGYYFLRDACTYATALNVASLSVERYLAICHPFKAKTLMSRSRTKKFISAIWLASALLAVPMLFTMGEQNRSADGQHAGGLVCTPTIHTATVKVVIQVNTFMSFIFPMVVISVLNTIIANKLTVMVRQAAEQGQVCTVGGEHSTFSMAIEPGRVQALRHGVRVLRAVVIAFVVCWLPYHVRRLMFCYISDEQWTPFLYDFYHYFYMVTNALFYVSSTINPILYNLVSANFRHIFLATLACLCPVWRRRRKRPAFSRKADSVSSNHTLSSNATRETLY
RSV CPE inhibition – RSV antiviral activity via CPE protection, HEp-2 cells, primary 10 µM value included (AID 2391). HEp-2 cells, RSV-induced CPE inhibition; higher % means a stronger effect. hit rate 0.13% among 310,000. one-dose CPE inhibition, % at 10 µM; IC50 in µM for titrated hits; in the data active means a potency from the dose series; inconclusive means CPE inhibition mostly from about 23% at the one dose, without a potency; inactive means the rest, 99 in 100 with CPE inhibition below about 21%; further: strong numbers were not always called active
MgcRacGAP inhibition – MgcRacGAP GTPase-activating activity inhibitors, confirmation, biochemical, ADP Hunter fluorescence | AID 624330 | MgcRacGAP-stimulated Rac1 GTP hydrolysis, ADP Hunter fluorescence; higher % means a stronger effect; GST-tagged Rac1 F28L mutant substrate | hit rate 0.6% among 340,000 | inhibition, % at 30 µM; hits with a dose series show IC50 in µM;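 active means first-screen hits whose inhibition reached a set limit at any dose in the follow-up dose series; inconclusive means inhibition above the set first-screen limit but never retested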;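 further: fluorescence reports GDP produced by GAP-driven GTP hydrolysis; strong numbers were not always called active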
K1F lysis inhibition – inhibition of K1F phage lysis, E. coli UTI89, bacterial capsule biogenesis inhibitors, alamar blue (AID 488966); inhibition, % at 100 µM, or IC50 in µM where a hit was titrated; E. coli UTI89 K1F phage lysis, alamar blue, 2 h; higher % means a stronger effect; hit rate 0.02% among 340,000;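 active means phage lysis inhibition, versus mean bacterial control, above a set limit; inconclusive means no clear call, values can overlap the other calls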;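 further: capsule biogenesis inhibitors block K1F phage lysis so surviving cells raise fluorescence; higher fluorescence means more inhibition of phage lysis; actives were called in the ten point dose series up to 300 µM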
TNAP activation fold – human TNAP enzyme activators, primary screen, biochemical, luminescent, no phosphate acceptor, uHTS (AID 1001); purified TNAP, luminescent activation assay, no phosphate acceptor; higher activation fold means a stronger effect; hit rate 0.03% among 200,000; activation fold at 20 µM; hits with a dose series show EC50 in µM; in the data active means activation fold from about 3, or a potency from the dose series; inactive means the rest, 99 in 100 with activation fold below about 1.6; further: many of its hits are not listed in these tables
T cell HTS – T cell immune modulators affecting CD8 T cell-vesicle binding | 2C CD8+ T cell-vesicle binding, flow cytometry; stronger effect = lower value | calls only at 7 µM | hit rate 0.068% among 330,000;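 active means response, share of CD8 T cells binding vesicles, and their 90th percentile fluorescence all below set limits, cut at about 80% in these data, passing the limit was not always enough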
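Assay system – 2C mouse CD8+ T cells · Also added – QL9-loaded Drosophila micro-vesicles · Timing – Cell–vesicle co-incubation 1.5 h at 37 °C, staining 20 min on ice · Signal – flow cytometry of vesicle-bound cells · Measure – percent CD8+ FL2 mean versus row control · Controls – Peptide-free naked vesicles (low) and QL9 vesicles with 0.7% DMSO vehicle (high)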
Myeloid diff 2 – myeloid differentiation induction; ER-HoxA9 myeloid progenitors, lysozyme-GFP differentiation, flow cytometry; hit rate 1% among 360,000; AID 624256; calls only at 10 µM;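 active means normalized GFP-positive differentiation at or above the plate's own cutoff, the solvent-only control mean plus 3 SD; inconclusive means no clear call, values can overlap the other calls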;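 further: cells exposed to compound for four days before flow analysis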
SV40 large T antigen – SV40 large T antigen inhibitors, biochemical (AID 1903) | SV40 large T antigen ATPase/helicase inhibition assay; higher % means a stronger effect | one-dose inhibition, % at 20 µM; IC50 in µM for titrated hits | hit rate 0.39% among 310,000; in the data active means a potency from the dose series; inconclusive means inhibition mostly from about 32% at the one dose, without a potency; inactive means the rest, 99 in 100 with inhibition below about 32%; further: strong numbers were not always called active
PhoP inhibition – PhoP-dependent GFP reporter repression – Salmonella Typhimurium, primary screen (AID 1863). S. Typhimurium PhoP-regulated promoter GFP reporter, 4 h; higher % means a stronger effect. inhibition, % at 50 µM; hits with a dose series show IC50 in µM. hit rate 0.16% among 300,000;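 active means inhibition over 29.93%, a cutoff 3 SD above the screen mean, later confirmed by dose response; inconclusive means inhibition over 29.93% but no dose response follow-up; inactive means inhibition at most 29.93% or unconfirmed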;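 further: 0% = low Mg2+ inducing control and 100% = high Mg2+ repressing control; strong numbers were not always called active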
T cell HTS vesicle-bound % – further read-out of T cell HTS, marked with its call; double positive events, %; measured here: CD8+ vesicle-bound cell fraction;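 binding gate set so that unloaded-vesicle control wells show 10% double positive cells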
NTR1 agonist cell count 20 µM – also measured in NTR1 agonist; calls as there; cell count; measured here: cell count, cytotoxicity flag
Myeloid diff 2 GFP+ MAC1+ % – also measured in Myeloid diff 2; calls as there; GFP+ MAC1+ double positive, %; measured here: differentiation confirmed by MAC1 staining
Starred values were filed as active, the others as inactive; i = inactive; u = inconclusive; x = not tested or not shown; + = active, no number; [ ] = another dose, or the depositor's remark. Hits appear at their usual frequency, and some 2.3% of all compounds hit somewhere here.

SMILES | NTR1 agonist | NTR1 agonist cell count 20 µM | RSV CPE inhibition | MgcRacGAP inhibition | K1F lysis inhibition | TNAP activation fold | T cell HTS | T cell HTS vesicle-bound % | Myeloid diff 2 | Myeloid diff 2 GFP+ MAC1+ % | SV40 large T antigen | PhoP inhibition
COc1cc(NC(=O)C2CCCCC2)c(OC)cc1NC(=O)CCC(=O)NCc1ccco1 | -0.1 | 96 | 1.4% | 4% | 0.7% | 1.1 | i | 51 | i | 3.0 | 1% | 10%
O=C(NCC(=O)N1CCN(c2ccccc2O)CC1)c1ccccc1 | 0.3 | 31 | 0.8% | 9% | 0.5% | x | i | 24 | i | 0.4 | 16% | -5%
CC(C)(C)NC(=S)NNC(=O)c1ccncc1 | 1.4 | 61 | 0.8% | 10% | 3.4%[50 µM] | 1.3 | i | 24 | i | 0.4 | 11% | 1%
Cc1ccccc1NC(=O)CN1C(=O)NC2(CCc3ccccc32)C1=O (centres undefined) | 0.5 | 43 | 0.8% | 1% | -0.1%[50 µM] | x | i | 33 | i | 0.6 | x | x
CCC(OC(=O)c1nsc(Cl)c1Cl)C(=O)NCc1cccs1 (centres undefined) | -1.4 | 74 | 5.0% | 12% | -0.1% | 1.1 | i | 11 | i | 0.8 | 3% | 1%
CC(=O)N1CCN(CC(=O)Nc2c(Cl)cc(Cl)cc2Cl)CC1 | -0.3 | 54 | 1.1% | -2% | 3.2% | 1 | i | 33 | i | 6.7 | 2% | -5%
COc1ccc(Br)cc1C(=O)NCc1cccnc1 | -1.8 | 95 | 2.6% | 6% | 0.0% | 1.1 | i | 16 | i | 0.7 | -2% | 40%
COc1cccc(OC)c1C(=O)OCC(=O)Nc1ccc(OC(F)(F)F)cc1 | 0.9 | 77 | 6.9% | 1% | -0.1% | 1.1 | i | 33 | i | 0.6 | 14% | 4%
CN1C(C)(C)CC(NC(=O)c2ccco2)CC1(C)C | x | x | 0.4% | 8% | 1.1% | x | i | 34 | i | 1.2 | 18% | 11%
CCCC(=O)N1CCC(Cc2ccccc2)CC1 | -0.4 | 55 | 1.7% | -4% | 0.1% | x | i | 48 | i | 0.4 | 4% | -4%
Cc1ccc(CCC(=O)Nc2ccc(Br)cc2)o1 | 1.8 | 64 | 5.9% | -16% | 0.2% | x | i | 59 | i | 0.2 | 8% | 6%
O=C(COc1ccc([N+](=O)[O-])cc1)Nc1ccc2c(c1)nc1n2CCOC1 | -0.1 | 57 | -0.4% | 8% | 0.4% | x | i | 10 | + | 9.8* | 15% | 1%
CCC(=O)c1ccc(OCC(=O)OCC(=O)Nc2ccc3c(c2)OCCO3)cc1 | -0.1 | 59 | x | 4% | 0.0% | x | i | 10 | i | 1.1 | x | x
CCC(CC)C(=O)NCc1cccnc1 | 1.0 | 50 | 1.4% | 8% | 0.1% | 1.1 | i | 59 | i | 0.3 | 5% | 10%
CCC(C)c1ccccc1N1CC(C(=O)N2CCN(S(=O)(=O)c3ccccc3Br)CC2)CC1=O (centres undefined) | -1.0 | 41 | 1.5% | 5% | 0.0%[50 µM] | x | i | 36 | i | 1.2 | 5% | -9%
C[C@H](CO)N1C[C@H](C)[C@@H](CN(C)C)Oc2c(NS(=O)(=O)c3cn(C)cn3)cccc2C1=O | 1.8 | 60 | x | 11% | 0.3% | x | i | 8 | i | 0.5 | x | x
CCC1CCCCN1CCn1c(=S)[nH]c2cc(OC)c(OC)cc2c1=O (centres undefined) | 0.9 | 62 | -1.1% | 17% | 0.0% | 1 | i | 24 | i | 0.7 | 7% | 2%
O=C(CSc1nc(-c2ccccc2)cc(C(F)(F)F)n1)N1CCOCC1 | -2.1 | 85 | 2.0% | 7% | 3.9% | 1.1 | i | 32 | i | 2.2 | -4% | 3%
CCOc1ccc(NC(=O)c2ccc(CSc3nnc(C)s3)cc2)cc1 | 0.4 | 76 | 6.7% | 9% | 0.0% | 1.1 | i | 59 | i | 0.4 | 4% | -3%
Cc1ccc2c(c1)N(CC(=O)NC1CCC(C)CC1)C(=O)CO2 (centres undefined) | 1.9 | 75 | 1.7% | 4% | -0.3% | 1.2 | i | 43 | i | 0.8 | -2% | -3%
CCC(=O)Nc1cccc(C2=NOC3(C2)C[C@H](C(N)=O)N(C(=O)c2ccc(Cl)cc2)C3)c1 (some centres undefined) | 5.9 | 105 | 1.9% | 3% | 7.2% | x | i | 15 | i | 1.1 | 20% | 1%
COc1ccc2[nH]c3c(c2c1)CCN1C(=O)C(CC(=O)NCCc2ccccn2)C[C@H](C(=O)N2CCOCC2)[C@@]31CCC1CCCC1 (some centres undefined) | 2.2 | 63 | x | 3% | -0.2% | x | x | x | i | 1.9 | x | x
COc1ccc(NC(=O)CCC(=O)NCCO)cc1 | -0.1 | 88 | -1.3% | 3% | -0.3% | 1.1 | i | 48 | i | 0.5 | -1% | 4%
CC1=CC(c2ccccc2)=NS(=O)(=O)N1 | 2.6 | 54 | x | 3% | 0.1% | x | x | x | u | x | x | x
CN(C)C(=S)NC(=NCc1ccc([N+](=O)[O-])cc1)c1ccccc1 | 0.3 | 40 | 0.0% | 7% | -0.3% | x | i | 31 | i | 1.4 | 12% | 4%
Next part:
SMILES | NTR1 agonist | NTR1 agonist cell count 20 µM | RSV CPE inhibition | MgcRacGAP inhibition | K1F lysis inhibition | TNAP activation fold | T cell HTS | T cell HTS vesicle-bound % | Myeloid diff 2 | Myeloid diff 2 GFP+ MAC1+ % | SV40 large T antigen | PhoP inhibition
O=[N+]([O-])c1cc(/C=N/N2CCOCC2)cs1 | 1.1 | 49 | 5.3% | 10% | 0.1% | x | i | 9 | i | 0.4 | 4% | -3%
COc1ccc(NC(=O)c2ccc(NC(=O)c3ccncc3)cc2)cc1 | 0.9 | 50 | 0.3% | 4% | 0.0% | x | i | 47 | i | 2.1 | 8% | 1%
Cc1ncc(N=Nc2ccccc2)c(-c2ccccc2)n1 | 2.1 | 68 | 1.7% | 2% | 1.5% | 1 | i | 19 | i | 1.1 | 11% | 0%
Cc1ccc(CC(=O)NCCS(=O)c2ccc(C)cc2)cc1 (centres undefined) | 1.0 | 46 | -1.4% | 3% | 1.3% | 1 | i | 44 | i | 0.0 | 9% | -5%
CCOC(=O)C1CCN(C(=O)C(=O)Nc2ccc3nc4n(c(=O)c3c2)CCCCC4)CC1 | 3.2 | 75 | 2.2% | 11% | -0.2% | x | i | 27 | i | 1.4 | 10% | x
Cc1ccc(NC(=O)c2cccc(OCc3c(C)noc3C)c2)cc1 | 1.0 | 56 | 17% | -3% | 0.9% | 1.2 | i | 44 | i | 0.0 | -1% | 8%
CC(=O)Nc1c(O)nc(SCC(=O)Nc2nnc(CC(C)C)s2)[nH]c1=O | 0.3 | 96 | 3.1% | 4% | 0.5% | 1.1 | i | 33 | i | 2.9 | 10% | -8%
O=C(CCC1CCCC1)N=C1SC2CS(=O)(=O)CC2N1c1ccccc1F (centres undefined) | 1.9 | 58 | 0.5% | 13% | 0.1% | x | i | 21 | i | 1.0 | 1% | 17%
O=C(Nc1nc(=S)ss1)c1ccc(Cl)cc1Cl | x | x | 0.3% | 6% | 0.2% | 1.1 | i | 33 | i | 0.6 | 11% | 4%
Fc1ccc(NC(=S)NCc2cccnc2)cc1 | 2.0 | 47 | 0.3% | 10% | 0.2% | 1.1 | i | 55 | i | 0.3 | 1% | -7%
CCOC(=O)CC(NC(=O)CCc1c(C)nc2nc(C)nn2c1C)c1ccc(C)cc1 (centres undefined) | -2.7 | 84 | 2.1% | 11% | 0.2% | 0.9 | i | 56 | i | 0.6 | 1% | -3%
CCN(CC)c1ncccc1C(=O)NCc1cccs1 | -2.3 | 41 | 1.3% | 1% | 0.2% | 1.1 | i | 37 | i | 8.9 | 6% | 13%
CC(C)Oc1ccc(/C=C(\C#N)C(=O)NC2CC2)cc1 | 0.3 | 37 | 0.8% | 8% | 0.5% | x | i | 8 | i | 0.2 | 6% | x
Cc1nc([N+](=O)[O-])c(C(=O)OCc2ccccc2Br)n1C | -1.0 | 62 | 0.2% | 8% | 0.2% | 1.1 | i | 62 | i | 1.3 | 6% | 6%
O=C(NNC(=O)c1cc(-c2ccc(Cl)cc2)nc2ccccc12)c1csc(N2CCOCC2)n1 | 4.9 | 70 | 6.2% | 6% | 1.6%[50 µM] | x | i | 20 | i | 1.2 | 11% | -7%
CCOc1ccccc1NC(=O)N1CCc2ccccc2C1 | 0.6 | 53 | 2.9% | 6% | 0.3% | x | i | 25 | x | x | 8% | -3%
COc1cccc(-c2nnc(-c3ccccc3NC(=O)c3ccc(C(C)(C)C)cc3)o2)c1 | 6.5 | 37 | 0.6% | x | x | x | i | 6 | i | 0.3 | 9% | -16%
CC(=O)Nc1cccc(NC(=O)c2ccc(C)c([N+](=O)[O-])c2)c1 | 1.1 | 76 | 2.4% | 10% | 2.4% | 1.1 | i | 42 | i | 0.2 | -7% | 4%
COc1ccc(CCCC(=O)Nc2cc(C)ccc2OC)cc1 | -0.5 | 61 | 1.6% | -6% | 0.1% | x | i | 53 | i | 0.7 | 7% | 5%
COc1ccccc1NC(=O)C1CC(=O)OC1c1ccccc1 (centres undefined) | -0.3 | 67 | 0.1% | 2% | 0.4% | 1 | i | 55 | i | 1.1 | 14% | 5%

Single records, as listed above. Order of values: NTR1 agonist	NTR1 agonist cell count 20 µM	RSV CPE inhibition	MgcRacGAP inhibition	K1F lysis inhibition	TNAP activation fold	T cell HTS	T cell HTS vesicle-bound %	Myeloid diff 2	Myeloid diff 2 GFP+ MAC1+ %	SV40 large T antigen	PhoP inhibition
O=C(CCC1CCCC1)N=C1SC2CS(=O)(=O)CC2N1c1ccccc1F (centres undefined) reads 1.9	58	0.5%	13%	0.1%	x	i	21	i	1.0	1%	17%
O=C(NNC(=O)c1cc(-c2ccc(Cl)cc2)nc2ccccc12)c1csc(N2CCOCC2)n1 reads 4.9	70	6.2%	6%	1.6%[50 µM]	x	i	20	i	1.2	11%	-7%
CCN(CC)c1ncccc1C(=O)NCc1cccs1 reads -2.3	41	1.3%	1%	0.2%	1.1	i	37	i	8.9	6%	13%

Screens as filed in PubChem.
